# Growth percent in the NCI-60 one-dose screen (48 h, 10 µM unless noted): 100 = growth as untreated, 0 = no growth, -100 = all killed.
# NCI/ADR-RES: NCI/ADR-RES ovarian cells | hit rate 4.4% among 81,000 | AID 1794790
# NCI-H460: NCI-H460 lung cancer; hit rate 6.8% among 82,000
# NCI-H23: NCI-H23 lung cancer; hit rate 4% among 80,000; AID 1794731
# NCI-H226: NCI-H226 lung cancer | hit rate 3.5% among 79,000 | AID 1794732
# OVCAR-3: OVCAR-3 ovarian cancer. hit rate 7% among 79,000
# NCI-H522: NCI-H522 lung cancer | hit rate 8% among 78,000
# OVCAR-5: OVCAR-5 ovarian cancer. hit rate 2.9% among 82,000. AID 1794783
# OVCAR-8: OVCAR-8 ovarian cancer | hit rate 4.4% among 81,000 | AID 1794782
# NCI-H322M: NCI-H322M lung cancer | hit rate 2.7% among 80,000
# * hit, by the source's call; nt = not tested or not shown; & = joins results of further samples. The calls were made as follows: active = growth percent below 10; inactive = the rest. Outcome played no part in choosing rows. Share with any hit: about 11%.
SMILES,NCI/ADR-RES,NCI-H460,NCI-H23,NCI-H226,OVCAR-3,NCI-H522,OVCAR-5,OVCAR-8,NCI-H322M
NC1=NC(=O)NC1(c1ccccc1)c1ccccc1,106,108,92,99,105,95,83,98,99
CCCOC(=O)C1c2cc3c(cc2CC(C)C1C(=O)OCCC)OCO3 (centres undefined),81,103,86,94,110,70,85,102,81
CC(=O)N1CCN(CCNC(=O)n2cc(-c3ccncc3)c(-c3ccc(O)c(Cl)c3)n2)CC1,107,103,109,112,112,nt,114,106,141
CS(=O)(=O)NN,108,108,100,99,121,78,102,99,96
CC(O)CN1CC(O)=C(c2nc3ccccc3s2)C1=N (centres undefined),85,113,83,103,117,100,94,116,111
OC1(c2cn(-c3ncc(-c4ccc(C(F)(F)F)cc4)c(NC4CCCCCC4)n3)nn2)c2ccccc2-c2ccccc21,88,87,89,81,97,69,96,79,82
Nc1cc(Cl)c(S(=O)(=O)O)cc1Cl,93&104,108&101,97&107,112&99,121&113,nt,92&89,109&105,114&106
CCn1cc(-c2ccnc(NCCNS(=O)(=O)c3ccc(Cl)cc3)c2)c(-c2cccc(OC)c2)n1,88,92,92,85,93,80,109,89,89
O=C(Nc1ccc(Cl)c(Cl)c1)Nc1ccccc1O,64,80,65,97,80,27,99,67,87
CCOC(=O)n1cc(-c2nonc2-c2cn(C)c3ccccc23)c2ccccc21,15,15,55,75,25,18,56,52,44
Nc1ccccc1SC(CC(=O)c1ccccc1)c1ccc([N+](=O)[O-])cc1 (centres undefined),92&98,105&103,85&93,nt,64&105,76&97,114&118,96&96,84&107
O=[N+]([O-])c1cccc(N=C(Nc2cccc([N+](=O)[O-])c2)c2ccccc2)c1,76,102,86,92,88,59,100,93,81
COc1cc(CN(c2ccc(C)cc2)C2OC(=O)c3ccccc32)cc(OC)c1OC (centres undefined),-17*,18,29,20,6.2*,32,40,50,60
COc1ccccc1NC(=O)/C(C=NC(=S)C(N)=S)=C(\C)O,103,106,104,85,106,90,115,96,103
COC(=O)CC1CSC(=S)N1c1ccc(F)cc1 (centres undefined),99,103,98,97,101,94,101,103,97
CC(C(=O)O)N(CCC#N)CCC#N (centres undefined),123,113,107,nt,110,108,105,102,118
CCN(CC)CCSc1ccccc1,102,103,102,99,110,93,97,100,99
NS(=O)(=O)c1ccc(C(=O)N2N=C(c3ccc(F)cc3)CC2c2ccccc2)cc1 (centres undefined),100,100,95,97,nt,92,99,97,91
O=[N+]([O-])c1ccc(N2c3ccncc3Sc3ccncc32)cc1,106,122,102,105,94,88,118,87,105
O=C1C(CO)C(CO)C(CO)C1CO (centres undefined),109,119,105,nt,119,95,117,101,136
CNc1ccc(Cl)cc1-c1n[nH]c(=O)[nH]c1=O,103,94,89,nt,102,nt,94,105,93
COC(=O)C1(C(=O)OC)C2C(=O)C3C(C21)C3(C(=O)OC(C)(C)C)C(=O)OC(C)(C)C (centres undefined),104,113,107,90,114,111,102,104,108
O=C(Nc1ncc(Cc2cccc(Cl)c2)s1)C1=NCCCN1,104,105,98,96,108,86,103,100,98
O=C(CCc1ccccc1)c1ccccc1,106,105,107,112,138,97,92,111,108
COc1cc2c3c(n(CCCN4CCN(CCCn5c6c(c7cc(OC)c(OC)cc7c5=O)C(=O)c5cc7c(cc5-6)OCO7)CC4)c(=O)c2cc1OC)-c1cc2c(cc1C3=O)OCO2,106,110,99,102,102,94,96,110,110
# Next part
SMILES,NCI/ADR-RES,NCI-H460,NCI-H23,NCI-H226,OVCAR-3,NCI-H522,OVCAR-5,OVCAR-8,NCI-H322M
C=C1[C@]2(C(=O)OC)C=C(C)C(O)[C@@]1(C)CC1[C@@]3(C)CC[C@H](O)C(C)(C)C3CC[C@]12C (some centres undefined),101,109,99,91,103,91,108,91,102
CCOC(=O)c1c(C)c(C(=O)OCC)n(C)c1C,118,117,121,67,nt,102,114,120,85
CC(=O)C1=C(C)NC(C)=C(C(C)=O)C1C,100,117,104,100,nt,106,107,104,113
Cc1ccc2c(OCC(=O)N/N=C/c3ccc(Cl)cc3)cc(=O)[nH]c2c1,106,109,98,103,109,97,90,102,107
CCCCOCCOCCOCc1cc2c(cc1Br)OCO2,111,111,99,97,111,80,96,98,92
O=C1Nc2cc(OC(F)(F)F)ccc2Oc2ccc(-c3ccnc(N4CCNCC4)c3)cc21,5.4*,-81*,27,53,nt,-57*,15,21,39
CCCCC1COc2cccc3c2N1C=C/C3=C\C(=O)N(Cc1ccccc1)c1ccc(OC)cc1 (centres undefined),88,97,80,95,81,84,117,83,105
O=C(CCCCCCN1CC(=O)N2[C@@H](c3ccccc3)c3[nH]c4ccccc4c3C[C@H]2C1=O)NO,78,54,71,105,55,35,58,40,72
C=C1C(=O)O[C@H]2[C@H]1CC/C(COC(=O)/C=C\C(=O)NCc1ccc(Cn3c(=O)sn(-c4ccc(Cl)cc4)c3=O)cc1)=C\CC[C@@]1(C)O[C@@H]21,-6.6*,-73*,-64*,-59*,-98*,-56*,-86*,-12*,-18*
N#Cc1ncoc1N1CCN(c2ccc(F)cc2)CC1,97,114,97,110,106,88,95,108,98
O=C(Nc1cccnc1Nc1ccccc1)c1cn(Cc2ccc(F)cc2)nn1,98,105,100,88,103,97,109,108,98
NC(=O)NC(=O)NC(N)=O,102,106,97,98,111,95,91,105,103
COc1ccc(CCNC(=O)C(=O)C(Cc2ccccc2)NC(=O)c2[nH]c3ccccc3c(=O)c2C)cc1 (centres undefined),101,105,102,97,101,94,98,99,97
Cc1ccc(S(=O)(=O)Oc2ccc(-c3cnc4ccccc4n3)cc2)cc1,101,97,96,99,115,93,103,97,114
O=C1c2ccccc2C(=O)c2c1ccc1c(=O)n(-c3ccccc3C(F)(F)F)nnc21,-16*,5.8*,3.9*,36,-18*,17,34,9.2*,nt
O=C(NC1CCCCC1)/C(=C\c1ccc(/C=C(/NC(=O)c2ccccc2)C(=O)NC2CCCCC2)cc1)NC(=O)c1ccccc1,102,99,94,109,101,92,98,101,104
COC(=O)C1=C(O)C(=O)C(C(=O)OC)N1Cl (centres undefined),100,107,99,95,nt,100,104,103,97
COc1ccc(Br)cc1OC,101,114,99,100,115,84,105,105,110
CC(C)n1c2ccc(Br)cc2c2c3c(c4c5ccccc5ccc4c21)C(=O)NC3=O,93,90,94,95,94,72,88,100,71
CC1=C(C#N)c2nc3cccnc3c(=O)n2[C@]1(C)O,98,118,92,104,109,95,98,99,100
Nc1cc(Br)c(-c2nn3c(CCC(=O)c4nc5ccccc5[nH]4)nnc3s2)c(Br)c1,97,102,87,84,105,97,122,97,nt
CC1=CC2C(C(O)CC3(C)C2CC(C)C32OCOC23COCO3)C2(C)C/C(=C/O)C(=O)C=C12 (centres undefined),17,8.0*,-0.4*,78,11,-27*,63,44,nt
Cn1cc(/C=C(\C#N)C(=O)Nc2ncc(Cc3ccccc3Cl)s2)c2ccccc21,98,100,100,108,113,91,103,99,106
O=C1/C(=N\c2nnc(-c3ccc(Cl)cc3)s2)c2ccccc2N1Cc1ccccc1,94,108,89,93,107,115,95,115,111
N#Cc1c(-c2ccccc2)nc(SCCC(=O)N2CCN(c3ccccc3)CC2)[nH]c1=O,104,105,101,107,112,74,108,96,115

# As a short view, some entries already given.
SMILES,NCI/ADR-RES,NCI-H460,NCI-H23,NCI-H226,OVCAR-3,NCI-H522,OVCAR-5,OVCAR-8,NCI-H322M
CCCCC1COc2cccc3c2N1C=C/C3=C\C(=O)N(Cc1ccccc1)c1ccc(OC)cc1 (centres undefined),88,97,80,95,81,84,117,83,105
O=C(CCCCCCN1CC(=O)N2[C@@H](c3ccccc3)c3[nH]c4ccccc4c3C[C@H]2C1=O)NO,78,54,71,105,55,35,58,40,72
C=C1C(=O)O[C@H]2[C@H]1CC/C(COC(=O)/C=C\C(=O)NCc1ccc(Cn3c(=O)sn(-c4ccc(Cl)cc4)c3=O)cc1)=C\CC[C@@]1(C)O[C@@H]21,-6.6*,-73*,-64*,-59*,-98*,-56*,-86*,-12*,-18*
N#Cc1ncoc1N1CCN(c2ccc(F)cc2)CC1,97,114,97,110,106,88,95,108,98
O=C(Nc1cccnc1Nc1ccccc1)c1cn(Cc2ccc(F)cc2)nn1,98,105,100,88,103,97,109,108,98
NC(=O)NC(=O)NC(N)=O,102,106,97,98,111,95,91,105,103
COc1ccc(CCNC(=O)C(=O)C(Cc2ccccc2)NC(=O)c2[nH]c3ccccc3c(=O)c2C)cc1 (centres undefined),101,105,102,97,101,94,98,99,97
Cc1ccc(S(=O)(=O)Oc2ccc(-c3cnc4ccccc4n3)cc2)cc1,101,97,96,99,115,93,103,97,114
O=C1c2ccccc2C(=O)c2c1ccc1c(=O)n(-c3ccccc3C(F)(F)F)nnc21,-16*,5.8*,3.9*,36,-18*,17,34,9.2*,nt
O=C(NC1CCCCC1)/C(=C\c1ccc(/C=C(/NC(=O)c2ccccc2)C(=O)NC2CCCCC2)cc1)NC(=O)c1ccccc1,102,99,94,109,101,92,98,101,104
COC(=O)C1=C(O)C(=O)C(C(=O)OC)N1Cl (centres undefined),100,107,99,95,nt,100,104,103,97
COc1ccc(Br)cc1OC,101,114,99,100,115,84,105,105,110
CC(C)n1c2ccc(Br)cc2c2c3c(c4c5ccccc5ccc4c21)C(=O)NC3=O,93,90,94,95,94,72,88,100,71
CC1=C(C#N)c2nc3cccnc3c(=O)n2[C@]1(C)O,98,118,92,104,109,95,98,99,100
Nc1cc(Br)c(-c2nn3c(CCC(=O)c4nc5ccccc5[nH]4)nnc3s2)c(Br)c1,97,102,87,84,105,97,122,97,nt
CC1=CC2C(C(O)CC3(C)C2CC(C)C32OCOC23COCO3)C2(C)C/C(=C/O)C(=O)C=C12 (centres undefined),17,8.0*,-0.4*,78,11,-27*,63,44,nt
Cn1cc(/C=C(\C#N)C(=O)Nc2ncc(Cc3ccccc3Cl)s2)c2ccccc21,98,100,100,108,113,91,103,99,106
O=C1/C(=N\c2nnc(-c3ccc(Cl)cc3)s2)c2ccccc2N1Cc1ccccc1,94,108,89,93,107,115,95,115,111
N#Cc1c(-c2ccccc2)nc(SCCC(=O)N2CCN(c3ccccc3)CC2)[nH]c1=O,104,105,101,107,112,74,108,96,115

# Remaining list, next part
SMILES,NCI/ADR-RES,NCI-H460,NCI-H23,NCI-H226,OVCAR-3,NCI-H522,OVCAR-5,OVCAR-8,NCI-H322M
Nc1nc(N)c2c(n1)NC(c1ccc(Cl)cc1)CC(c1ccc(Nc3nc(NCCO)nc(N4CCOCC4)n3)cc1)=N2 (centres undefined),97,80,85,82,73,66,97,72,96
COc1ccc2[nH]cc(-c3cc(-c4ccc(OC)c(OC)c4)nc(N)c3C#N)c2c1,82,89,77,97,nt,52,102,80,84
C(=N\C(/N=C/c1ccco1)c1ccco1)/c1ccco1,108,109,96,103,113,92,110,103,112
NNC(=O)CC(=O)Nc1ccccc1Cl,108,90,112,100,113,71,nt,103,101
O=C(Nc1cccc2[nH]c(C(F)(F)F)nc12)c1ccco1,100,100,92,91,96,90,93,100,102
N#C/C(=C(/O)CCCO)c1nc2ccccc2c(=O)[nH]1,95,111,91,94,nt,95,93,107,105
Cn1cc(C2=C(c3cccc4ccccc34)C(=O)NC2=O)c2cc(Br)ccc21,92,104,93,103,104,100,126,96,100
CCCCOc1nc2ccc(Cl)cc2cc1/C=C/C(=O)/C=C/c1ccc(OC)cc1,107,98,96,100,98,77,122,96,96
COC(=O)[C@@]1(/C=C/c2ccccc2)C(=O)N(c2ccc(OC)cc2)[C@@]1(C(=O)OC)c1ccccc1,86,87,79,75,89,76,99,94,104
COC(=O)[C@H](Cc1ccc(O)cc1)n1cc(COC(=O)c2cccc3c(=O)c4ccccc4n(Cc4cn([C@@H](Cc5ccc(O)cc5)C(=O)OC)nn4)c23)nn1,87,106,92,98,109,89,107,101,98
CCOC(=O)Oc1ccc(Cl)cc1,105,104,105,95,111,113,127,103,87
COc1ccc(Cl)cc1Nc1nc(C(F)(F)F)ccc1C(=O)N/N=C/c1ccc(N(C)C)cc1,90,143,95,105,147,105,80,100,81
CC(=O)NC1=C(C#N)C(c2ccccc2Cl)c2c(ccc3ccccc23)O1 (centres undefined),34,39,76,84,41,39,86,82,87
COc1ccc(-c2nc3ccccc3n3cccc23)cc1,107,112,86,95,101,101,113,103,97
c1ccc2c(c1)nnn2Cn1nnc2ccccc21,104,nt,103,96,106,98,91,103,nt
OC(c1ccccc1)(c1ccccc1)C(F)(F)C(F)(F)C(F)(F)F,107,116,101,104,107,104,98,95,108
COc1ccc(/C=C2\CCc3ccccc3C2=O)cc1,60,102,90,103,90,nt,109,90,98
COc1ccc(-c2nnc3c(/C=C/c4ccc(Br)cc4)nc4ccccc4n23)cc1,67,68,30,97,15,-80*,80,46,97

# Screening data as filed in PubChem BioAssay.
